Source: PubChem BioAssay
RXFP1 agonist – qHTS Assay for Agonists of the Relaxin Receptor RXFP1 | Potency, µM (series often up to 57.5 µM), without a hit: at the top dose activation, actives largely listed as activators | HEK293T-RXFP1 cAMP TR-FRET, 30 min; response scale: percent of porcine relaxin response, buffer zero | Relaxin receptor 1 (Homo sapiens), Q9HBX9 | 370,000 tested, 0.3% active; note: % is set by controls: 0 for no effect and ±100 for the full control effect; nearly all actives have a fitted effect of over 60% in size; many of its hits are not listed in these tables
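HEK293 cells stably expressing RXFP1, treated 30 min at 37C with compounds plus PDE4 inhibitor Ro 20174; cAMP measured by HTRF TR-FRET. Normalized to buffer and 29 nM porcine relaxin; EC50 by Hill fit.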
TrxR1 inh – qHTS Assay for Inhibitors of Mammalian Selenoprotein Thioredoxin Reductase 1 (TrxR1): qHTS | recombinant rTrxR1, NADPH fluorescence consumption, selenite substrate | Potency, µM (doses to about 114 µM), without a hit: at the highest dose activity change, negative = inhibition, hits mostly inhibitors | 390,000 tested, 1% active; note: % is set by controls: 0 for no effect and ±100 for the full control effect; nearly all actives have a fitted effect of over 65% in size
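Rat TrxR1 (90 nM in the dispensed reagent) was pre-reduced with 400 uM NADPH for 5 min at room temperature, then incubated with compound for 15 min. After 400 uM selenite was added, NADPH fluorescence (Ex 340/Em 450 nm) was followed for 8 min.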
Vif-APOBEC3F blk – qHTS for Inhibitors of Vif-A3F Interactions: qHTS; HeLa A3F-eYFP + Vif (tagged APOBEC3F with the HIV-1 protein that degrades it), YFP fluorescence increase; Potency, µM (top dose mostly 46.1 µM), for inactives: at the top dose activity, negative = active; 390,000 tested, 0.2% active; note: % of control where 0% means no effect; nearly all actives have a fitted effect of over 65% in size
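Fluorescence increase (Ex 488/Em 500-530) after overnight compound treatment at 37 deg C flags inhibition of Vif-driven A3F-eYFP loss in stable HeLa A3F-eYFP/Vif cells seeded overnight beforehand.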
12-LOX inh – Primary qHTS assay for inhibitors of human arachidonate 12S-lipoxygenase (ALOX12): Round 2 | Polyunsaturated fatty acid lipoxygenase ALOX12 (Homo sapiens), P18054 | purified 12hLO, xylenol orange hydroperoxide absorbance | Potency, µM (titrated, usually from 108 µM), for the others: at the top dose activity change, negative = inhibition, usual class: inhibitors | 580,000 tested, 1.1% active | AID 1671190, 2021; note: % is set by controls: 0 for no effect and ±100 for the full control effect
Target sequence (P18054 whole entry, looked up): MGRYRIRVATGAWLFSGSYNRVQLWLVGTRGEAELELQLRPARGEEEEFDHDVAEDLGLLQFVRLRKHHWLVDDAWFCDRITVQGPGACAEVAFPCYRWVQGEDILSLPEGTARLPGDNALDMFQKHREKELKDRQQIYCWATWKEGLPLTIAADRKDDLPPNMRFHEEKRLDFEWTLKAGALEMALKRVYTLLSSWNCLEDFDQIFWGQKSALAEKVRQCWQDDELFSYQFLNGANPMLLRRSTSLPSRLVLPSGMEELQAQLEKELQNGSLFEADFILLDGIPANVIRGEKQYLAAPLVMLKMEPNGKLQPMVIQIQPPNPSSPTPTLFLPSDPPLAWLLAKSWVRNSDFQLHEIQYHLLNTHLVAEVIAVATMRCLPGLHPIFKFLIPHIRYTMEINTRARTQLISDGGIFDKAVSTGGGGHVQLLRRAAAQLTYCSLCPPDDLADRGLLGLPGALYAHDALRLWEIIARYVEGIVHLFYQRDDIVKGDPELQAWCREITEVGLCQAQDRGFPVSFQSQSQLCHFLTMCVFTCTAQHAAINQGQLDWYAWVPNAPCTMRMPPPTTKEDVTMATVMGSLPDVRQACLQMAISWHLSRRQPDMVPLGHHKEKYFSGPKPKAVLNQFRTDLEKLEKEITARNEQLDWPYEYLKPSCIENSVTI
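Purified human 12hLO at 150 nM in 25 mM Hepes, 0.01% Triton X-100, pH 7.0, preincubated 15 min at room temperature with compound. Reaction started with 40 uM arachidonic acid, 30 min at room temperature. Hydroperoxide measured by Fe-xylenol orange, 573/405 nm absorbance ratio.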
Vif-A3G inh – qHTS for Inhibitors of Vif-A3G Interactions: qHTS. DNA dC->dU-editing enzyme APOBEC-3G (Homo sapiens), Q9HC16. HeLa A3G-eYFP + Vif (tagged APOBEC3G with the HIV-1 protein that degrades it), YFP fluorescence, overnight. Potency, µM (highest dose often 46.1 µM), inactives show top-dose activity, negative = active, hits mostly inhibitors. 410,000 tested, 0.076% active;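 note: % is set by controls: 0 for no effect and ±100 for the full control effect; nearly all actives have a fitted effect of over 60% in size; hits raise eYFP signal because A3G escapes Vif-driven loss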
Target sequence (Q9HC16 whole entry, looked up): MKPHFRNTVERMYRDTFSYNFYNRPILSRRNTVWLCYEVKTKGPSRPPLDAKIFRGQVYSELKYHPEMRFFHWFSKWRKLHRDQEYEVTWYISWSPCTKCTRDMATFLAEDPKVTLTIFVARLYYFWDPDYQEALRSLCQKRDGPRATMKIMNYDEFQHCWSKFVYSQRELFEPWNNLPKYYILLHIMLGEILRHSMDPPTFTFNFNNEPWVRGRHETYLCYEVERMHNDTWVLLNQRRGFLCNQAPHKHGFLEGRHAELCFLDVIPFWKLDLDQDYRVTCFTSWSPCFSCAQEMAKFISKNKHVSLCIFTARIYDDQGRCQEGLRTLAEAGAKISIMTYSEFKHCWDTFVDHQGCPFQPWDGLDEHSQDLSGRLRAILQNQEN
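Read-out is eYFP fluorescence (Ex 488/Em 500-530) from Vif-expressing HeLa A3G-eYFP cells; more signal means A3G escaped Vif-mediated degradation. Cells plated overnight, compound pinned in, incubated overnight at 37 deg C.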
TrxR1 substrate – qHTS Assay for Substrates of Mammalian Selenoprotein Thioredoxin Reductase 1 (TrxR1): qHTS; Thioredoxin reductase 1, cytoplasmic (Rattus norvegicus), O89049; purified TrxR1 substrate turnover, NADPH consumption readout; Potency, µM (highest dose often 114 µM), inactives show at the highest dose activity change, negative = substrate turnover; 390,000 tested, 0.01% active; note: % is set by controls: 0 for no effect and ±100 for the full control effect; nearly all actives have a fitted effect of over 50% in size
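Rat TrxR1, dispensed at 90 nM, was prereduced with 400 uM NADPH (final) for 5 min at ~22 deg C, then incubated with compound 15 min before 400 uM selenite. A first-read NADPH fluorescence drop versus no-compound background flagged substrates.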
mIDH1 inhibitor – qHTS for Inhibitors of mutant isocitrate dehydrogenase 1 (IDH1): qHTS; Isocitrate dehydrogenase [NADP] cytoplasmic (Homo sapiens), O75874; IDH1-R132H enzyme, NADPH consumption, diaphorase/resazurin fluorescence; Potency, µM (series often up to 76.6 µM), for inactives: top-dose activity change, negative = inhibition, actives largely listed as inhibitors; 390,000 tested, 0.093% active; note: % is set by controls: 0 for no effect and ±100 for the full control effect; nearly all actives have a fitted effect of over 65% in size
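IDH1-R132H (0.5 ug/mL dispensed) in pH 7.5 Tris buffer was preincubated 30 min with compound, then given a substrate mix of 0.016 mM NADPH and 2 mM alpha-KG for 80 min at room temperature; remaining NADPH was read by diaphorase/resazurin fluorescence.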
RGS4 inhibitor – Inhibitors of Regulator of G Protein Signaling (RGS) 4: qHTS; Regulator of G-protein signaling 4 (Homo sapiens), P49798; 390,000 tested, 0.039% active; AID 504845, 2011; Potency, µM (doses to about 114 µM), for inactives: at the top dose activity change, negative = inhibition, usual class: inhibitors; Transcreener GDP fluorescence polarization, RGS4-accelerated GTP hydrolysis; note: % is set by controls: 0 for no effect and ±100 for the full control effect; nearly all actives have a fitted effect of over 75% in size; some results filed as inactive show a strong effect at the top dose
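MLSMR compounds (23 nl, pin-transferred) preincubated 10 min at room temperature with a 500nM (2x) first reagent, then RGS4 at 900nM (2x) plus Transcreener GDP mix added; fluorescence polarization (620/688 nm) read before and after 90 min at 30 °C.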
USP1 inh – Inhibitors of USP1/UAF1: Primary Screen | recombinant USP1/UAF1, Ub-Rhodamine cleavage fluorescence | Potency, µM (titrated, usually from 57.1 µM), for the others: at the top dose activity change, negative = inhibition, actives largely listed as inhibitors | AID 743255, 2014 | 390,000 tested, 0.23% active; note: % is set by controls: 0 for no effect and ±100 for the full control effect; nearly all actives have a fitted effect of over 60% in size; inactives centre near -12
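Step one: compound is pinned into 1nM USP1/UAF1 in HEPES pH 7.8 buffer with TCEP. Step two: 15 min room-temperature incubation. Step three: Ub-Rho (150nM final) starts cleavage, tracked by fluorescence over six one-minute reads.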
Active calls of the source: *; ? = inconclusive; . = no result given; [ ] = remark or other dose. Calls come from the whole dose curve; as a rule, active = well fitted curve in the direction sought with a large enough effect; inconclusive = small, poorly fitted or top-dose-only effect, or another doubt; inactive = no such curve, though single readings can be large; an effect the other way counts as inactive or inconclusive. Potency is the fitted concentration of half-maximal effect. An excerpt. The share of hits here may be higher or lower than overall.

item	Structure	12-LOX inh	RGS4 inhibitor	Vif-APOBEC3F blk	TrxR1 substrate	RXFP1 agonist	USP1 inh	mIDH1 inhibitor	TrxR1 inh	Vif-A3G inh
1	COc1ccccc1C(=O)OCC(=O)c1cccc([N+](=O)[O-])c1	-6.9%	-9.7%	9.6%	-4.3%	2.5%	-16.8%	6.2%	-4.4%	-3.0%
2	O=C1CC(N2CCC(c3nc4ccccc4s3)CC2)C(=O)N1 (stereo not given)	4.2%	-44.6%	-8.3%	6.4%[11.4 µM]	-1.9%	-14.4%	1.9%	5.8%[11.4 µM]	-0.2%
3	CCOC(=O)/C(C#N)=C/c1c(N2CCN(c3ccccc3)CC2)nc2c(C)cccn2c1=O	?	-28.1%	-3.6%	0.7%	5.1%	-18.4%	-10.7%	20.9%	-10.1%
4	CCOC(=O)C1C2C=CC3(CN(c4ccc(Cl)c(F)c4)C(=O)C13)O2 (stereo not given)	21.8%[57.4 µM]	-3.2%	-10.3%	-3.4%[57.1 µM]	3.1%	-9.3%	14.7%	6.5%[57.1 µM]	0.7%
5	CCCCC(=O)NC(c1ccc(C(C)C)cc1)c1ccc2cccnc2c1O (stereo not given)	-10.4%	13.7%	-2.6%	-5.3%	-0.1%	-14.1%	-3.0%	29.8%[11.4 µM]	0.2%
6	COc1ccccc1OCC(=O)Nc1ccccn1	?	15.3%	-5.9%	3.2%	-1.3%	-18.6%	-0.5%	2.7%	1.0%
7	COC(=O)COc1ccc(S(=O)(=O)Nc2ccc3c(c2)OCO3)cc1Cl	-13.9%	17.6%	-4.3%	11.9%[57.1 µM]	0.2%	-11.8%	2.2%	1.1%	0.6%
8	CCN(CC)CCN1C(=O)c2cccc3cc(N)cc(c23)C1=O	-5.0%	5.7%	?	-13.2%	8.4%	-2.3%	0.9%	-29.3%[57.1 µM]	?
9	Cc1ccc(S(=O)(=O)NNc2nc3ccccc3nc2C(F)(F)F)cc1	?	?	-15.3%	2.8%	1.7%	-5.0%	5.9%	15.0%[0.457 µM]	3.0%
10	O=C(Nc1ccc(Cl)c(NC(=O)c2cccs2)c1)c1ccco1	-11.3%	2.1%	8.7%	-0.8%	1.3%	-2.1%	-0.6%	16.1%	0.4%
11	COc1ccc(NC(=O)Nc2cccc(C(=O)N3CCOCC3)c2)cc1OC	-16.8%	18.1%	-0.6%	5.0%[57.1 µM]	-1.3%	4.5%	2.0%	-0.8%[57.1 µM]	-0.7%
12	CCOc1ccc(-n2c(C)nc3c(cnn3-c3ccc(C)cc3)c2=O)cc1	-10.6%	-7.2%	10.9%	-4.3%	2.9%	?	-2.8%	-0.6%	6.6%
13	O=C(Oc1c(-c2ccccc2)c(=O)n2c3c(cccc13)CC2)c1ccc(Cl)cc1	276.7%[activator]	8.9%	-0.8%	-0.1%	5.1%	-13.6%	0.0%	19.2%	0.6%
14	CCSc1nnc(NC(=O)[C@@H](NC(=O)c2cccc(C)c2)C(C)C)s1	27.2%	-42.0%	4.7%	2.5%	0.5%	-13.0%	14.3%	11.9%	0.0%
15	CCOc1ccccc1C(=O)NC(C)CCc1ccccc1 (stereo not given)	47.2%[activator]	-17.0%	-2.6%	0.1%	.	-23.3%	9.8%	22.3%	-11.1%
16	COc1ccc2[nH]cc(CCN3C(=O)CCC3=O)c2c1	2.3%	-22.5%	-9.0%	2.9%	0.0%	-25.8%	2.6%	4.1%	-0.6%
17	CN(C)C(=O)CSc1nc(-c2cccs2)c(-c2cccs2)[nH]1	-16.7%	-23.6%	0.0%	15.9%	12.8%	-15.9%	2.3%	-9.7%	-3.4%
18	C(=N\Nc1nc2ccccc2[nH]1)/c1ccc2ncccc2c1	0.0%	-11.0%	-15.1%	4.2%	-4.2%	-8.2%	-5.7%	13.7%[57.1 µM]	-16.4%
19	O=C(O)c1ccc(N/N=C/c2ccc(-c3ccc(Cl)cc3Cl)o2)cc1	?	-27.0%	?	-3.3%	-0.2%	?	0.5%	-14.5%	-27.8%
20	OCCOc1ccc(CN2CCCC(N3CCN(c4ccc(F)cc4)CC3)C2)cc1 (stereo not given)	0.0%	-9.5%	1.2%	7.2%	0.8%	-17.6%	7.6%	34.4%	2.2%
21	CCC(OC(=O)c1cccs1)C(=O)NCc1ccc2c(c1)OCO2 (stereo not given)	-7.3%	-4.6%	-1.8%	-1.4%[57.1 µM]	-1.3%	-4.9%	-3.7%	6.2%[57.1 µM]	-3.6%
22	O=C(CSc1nc2c([nH]c3ccccc32)c(=O)n1-c1ccc(Cl)cc1)NC1CCCCC1	0.0%	10.5%	?	6.0%[57.1 µM]	7.4%	-24.9%	1.0%	24.3%[57.1 µM]	-8.1%
23	COc1ccc(-c2sc3cc4c(cc3c2C#CCO)OCO4)cc1	?	-16.0%	-0.9%	15.5%	-0.9%	-27.5%	-0.7%[38.3 µM]	?	-1.4%
24	O=C(c1cc2c(s1)CCCC2)N1CCN(Cc2ccc3c(c2)OCO3)CC1	?	-40.9%	0.1%	-20.7%[57.1 µM]	1.1%	-20.1%	0.6%	13.3%[57.1 µM]	0.8%
25	Cc1ccc(NC(=O)c2ccc(OCC3CCCO3)cc2)nc1 (stereo not given)	-18.0%	2.9%	5.9%	10.5%[57.1 µM]	-1.4%	?	4.5%	16.9%	-4.8%
26	CC(=O)N1N=C(c2ccco2)CC1c1ccc(Br)cc1 (stereo not given)	-27.5%	4.7%	-4.1%	5.1%	-0.2%	-10.8%	0.0%	-8.5%[57.1 µM]	-0.1%
27	CC(=O)C1=C(C)NC(=O)CC1c1ccccc1Cl (stereo not given)	-4.3%	12.6%	-1.3%	-3.7%	-1.7%	-11.7%	17.2%	-5.0%	-1.2%
28	CCOc1ccc(C2N(c3cc(Cl)ccc3OC)C(=O)C3CCCN32)cc1OC (stereo not given)	?	-12.0%	-5.1%	-2.5%[57.1 µM]	-0.9%	-9.5%	-10.2%	-8.9%[57.1 µM]	1.3%
29	O=C(NCc1cccnc1)c1cc(S(=O)(=O)N2CCCCC2)ccc1Cl	19.6%	-12.2%	8.1%	4.5%[57.1 µM]	11.8%	-16.4%	1.6%	4.1%[57.1 µM]	2.6%
30	CCOc1ccc(OCCC(=O)OCC(=O)N2CCN(S(=O)(=O)c3ccc(Cl)cc3)CC2)cc1	-3.4%	-3.8%	1.2%	4.1%	1.8%	-25.0%	-7.3%	?	-16.1%
31	COc1ccc(C2=Nc3nc(-c4ccccc4)cn3C(c3ccc(OC)cc3)C2)cc1 (stereo not given)	?	-6.0%	-8.4%	6.5%	3.5%	-19.0%	-4.7%	24.2%	-1.5%
32	Cc1cccc(C)c1NC(=S)N(CCN(C)C)C(C)c1cccnc1 (stereo not given)	-16.0%	-10.8%	?	4.5%[57.1 µM]	18.7%	2.7%	-9.5%	-15.8%[57.1 µM]	-0.1%
33	Cc1ccc(C)c(N2CCN(C(=O)CCCCCn3c(=S)[nH]c4ccc(N5CCOCC5)cc4c3=O)CC2)c1	?	-36.3%	?	13.5%	11.6%	-23.2%	8.5%	4.4%	2.6%
34	CS(=O)(=O)N(CC(=O)Nc1ccc2c(c1)OCO2)Cc1ccccc1	18.9%	2.8%	0.2%	-0.6%	-0.3%	-6.8%	6.9%	-1.4%	0.0%
35	COC(=O)c1[nH]c(C)c(/C(O)=C2\C(=O)C(=O)N(CCCN3CCOCC3)C2c2ccccn2)c1C (stereo not given)	-23.3%	-7.8%	0.2%	-7.2%	1.4%	-0.3%	-2.3%	25.1µM*	3.8%
36	COC(=O)c1ccccc1NC(=O)Nc1ccc(Br)cn1	-16.5%	12.5%	2.5%	3.6%[57.1 µM]	-1.0%	-1.3%	-2.0%	18.1%[57.1 µM]	1.0%
37	COc1ccc(-c2onc(C)c2C)cc1S(=O)(=O)NC1CCCCC1	?	-1.3%	-1.3%	4.0%[57.1 µM]	-0.9%	-14.3%	13.3%	10.9%[57.1 µM]	0.7%
38	Cc1nn(-c2ccccc2)c(Cl)c1/C=C(\C#N)C(=O)NC(C)C	-30.9%	-53.7%	-9.4%	-10.5%	-0.9%	-17.4%	3.3%	?	-9.5%
39	O=C(NN=C1CCN(Cc2ccccc2)CC1)C(O)c1ccccc1 (stereo not given)	-18.4%	-50.2%	5.6%	9.6%	1.8%	-11.1%	2.8%	-6.2%	-2.0%
